Assay outcomes: PubChem BioAssay, several laboratories
Pemphigus Ab inh = inhibitors of pemphigus antibody binding to DSG3, primary screen, biochemical, bead-based, flow cytometry, scFv-GFP | Desmoglein-3 (Homo sapiens), P32926 | DSG3-coupled beads, scFv-anti-DSG3-GFP binding; hits give low values | binding (percent of control), % at 10 µM | hit rate 0.48% among 310,000 | AID 588358, 2011;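 active = binding more than 3 SD below its plate's average and above zero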;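 also: hits lower antibody fragment binding to DSG3; some compounds called inactive have numbers as strong as hits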
Target sequence (P32926 whole entry, looked up, the tested form may be a part): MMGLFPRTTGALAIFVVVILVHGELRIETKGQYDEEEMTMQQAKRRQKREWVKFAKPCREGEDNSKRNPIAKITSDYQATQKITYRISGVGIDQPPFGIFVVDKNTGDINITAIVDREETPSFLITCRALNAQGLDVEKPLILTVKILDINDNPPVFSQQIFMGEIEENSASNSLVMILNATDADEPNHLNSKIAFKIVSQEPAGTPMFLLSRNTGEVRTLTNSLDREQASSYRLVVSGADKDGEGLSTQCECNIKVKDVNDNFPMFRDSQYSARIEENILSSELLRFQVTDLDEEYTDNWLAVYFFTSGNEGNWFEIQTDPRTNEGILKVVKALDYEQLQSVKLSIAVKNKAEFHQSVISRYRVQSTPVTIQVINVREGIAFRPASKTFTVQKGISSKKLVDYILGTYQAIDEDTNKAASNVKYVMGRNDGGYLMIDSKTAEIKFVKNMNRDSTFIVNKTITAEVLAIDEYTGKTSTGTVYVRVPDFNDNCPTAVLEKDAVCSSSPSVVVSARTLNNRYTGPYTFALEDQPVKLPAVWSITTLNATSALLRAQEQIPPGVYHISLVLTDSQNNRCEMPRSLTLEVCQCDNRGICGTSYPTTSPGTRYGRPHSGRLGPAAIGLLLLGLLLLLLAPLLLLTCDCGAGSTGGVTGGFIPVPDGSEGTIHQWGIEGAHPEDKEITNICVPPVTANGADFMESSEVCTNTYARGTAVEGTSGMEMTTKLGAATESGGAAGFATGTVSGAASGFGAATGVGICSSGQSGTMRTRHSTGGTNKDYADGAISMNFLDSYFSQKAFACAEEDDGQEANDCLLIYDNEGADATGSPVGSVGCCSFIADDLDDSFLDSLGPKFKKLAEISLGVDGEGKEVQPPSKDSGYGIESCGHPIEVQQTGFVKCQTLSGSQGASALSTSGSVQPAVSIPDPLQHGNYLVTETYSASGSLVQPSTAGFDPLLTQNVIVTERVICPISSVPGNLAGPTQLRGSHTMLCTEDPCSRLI
phage Ecoli inh = growth loss of phage-infected E. coli, primary screen, RecBCD inhibitor project, absorbance, with phage, HTS; hit rate 0.26% among 360,000; AID 651602, 2012; inhibition, % at 11.9 µM; in the data active = inhibition above about 11%
PKA-R1A act = activators of PKA-R1A holoenzyme, primary screen, biochemical, fluorescence polarization, Cy5-IP20, bovine R1A, mouse PKAc; hit rate 0.083% among 340,000; activation, % at 11.4 µM; PKA-R1A dissociation; scaled: DMSO 0%, 113 µM cGMP 100%;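 active = percent activation above the mean of all tested compounds plus 3 SD, cut at about 19% in these data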;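 also: higher means more PKAc released from R1A so a rise in polarization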
An asterisk follows results filed as active. An excerpt; rates above refer to the full screens.

Sample of the layout:
Screens in order: Pemphigus Ab inh	phage Ecoli inh	PKA-R1A act
CCC(=O)c1cn(CC(=O)Nc2ccc(F)cc2)c2ccccc12
→ 109.4	5.1	-11.4
CC(C)n1ncc2c(C(=O)Nc3ccccc3SCC(N)=O)cc(C3CC3)nc21
→ 95.8	3.1	-2.7
O=C(COc1ccc(F)cc1Br)Nc1ccccc1N1CCCC1
→ 103.2	2.6	16.2
COc1ccc(CCNC(=O)c2ccc3c(c2)S(=O)(=O)N=C2CCCCCN23)cc1OC
→ 99.5	5.2	-3.4
CN(C)C(=O)c1ccc(NC(=O)c2cccc(-n3cnnn3)c2)cc1
→ 104.1	3.1	1.1
N#CC(Cc1cccs1)c1nc2ccccc2[nH]1 (stereo unspecified)
→ 100.2	3.2	-3.1
O=C(Cc1cccc2ccccc12)NN=Cc1ccc2c(c1)CCC2
→ 103.8	1.6	-4.5
CCOC(=O)C(=O)Nc1ccc(S(=O)(=O)Nc2nccc(C)n2)cc1
→ 95.0	2.1	-1.6
COc1cc(CN2CCC(C(=O)NC(C)(C)C)CC2)ccc1OCc1ccccc1
→ 101.4	-0.4	-5.3
CC(=O)c1c(O)c(C)c(O)c2c1OC1=CC(=O)/C(=C(/C)N)C(=O)C12C (stereo unspecified)
→ 112.6	-2.3	-13.2
O=C(Cc1ccc(Cl)cc1)Nc1cccnc1Cl
→ 102.2	4.0	9.6
C[C@@H]1CCCCO[C@@H](CN(C)Cc2ccncc2)[C@@H](C)CN([C@H](C)CO)C(=O)c2cc(NC(=O)c3ccccc3)ccc2O1
→ 102.9	3.3	-8.0
COc1ccc(CNC(=O)CCNC(=O)C2CCN(S(=O)(=O)c3ccc(OC)cc3)CC2)cc1
→ 99.0	3.6	-11.9

The whole of this part, previewed entries included:
Screens in order: Pemphigus Ab inh	phage Ecoli inh	PKA-R1A act
CCC(=O)c1cn(CC(=O)Nc2ccc(F)cc2)c2ccccc12
→ 109.4	5.1	-11.4
CC(C)n1ncc2c(C(=O)Nc3ccccc3SCC(N)=O)cc(C3CC3)nc21
→ 95.8	3.1	-2.7
O=C(COc1ccc(F)cc1Br)Nc1ccccc1N1CCCC1
→ 103.2	2.6	16.2
COc1ccc(CCNC(=O)c2ccc3c(c2)S(=O)(=O)N=C2CCCCCN23)cc1OC
→ 99.5	5.2	-3.4
CN(C)C(=O)c1ccc(NC(=O)c2cccc(-n3cnnn3)c2)cc1
→ 104.1	3.1	1.1
N#CC(Cc1cccs1)c1nc2ccccc2[nH]1 (stereo unspecified)
→ 100.2	3.2	-3.1
O=C(Cc1cccc2ccccc12)NN=Cc1ccc2c(c1)CCC2
→ 103.8	1.6	-4.5
CCOC(=O)C(=O)Nc1ccc(S(=O)(=O)Nc2nccc(C)n2)cc1
→ 95.0	2.1	-1.6
COc1cc(CN2CCC(C(=O)NC(C)(C)C)CC2)ccc1OCc1ccccc1
→ 101.4	-0.4	-5.3
CC(=O)c1c(O)c(C)c(O)c2c1OC1=CC(=O)/C(=C(/C)N)C(=O)C12C (stereo unspecified)
→ 112.6	-2.3	-13.2
O=C(Cc1ccc(Cl)cc1)Nc1cccnc1Cl
→ 102.2	4.0	9.6
C[C@@H]1CCCCO[C@@H](CN(C)Cc2ccncc2)[C@@H](C)CN([C@H](C)CO)C(=O)c2cc(NC(=O)c3ccccc3)ccc2O1
→ 102.9	3.3	-8.0
COc1ccc(CNC(=O)CCNC(=O)C2CCN(S(=O)(=O)c3ccc(OC)cc3)CC2)cc1
→ 99.0	3.6	-11.9
COc1cccc(-n2c(SCC(=O)NC3CC3)nc3ccccc3c2=O)c1
→ 110.9	1.6	-16.0
C[C@H]1CN([C@@H](C)CO)C(=O)CCCn2nncc2CO[C@H]1CN(C)S(=O)(=O)c1ccc(Oc2ccccc2)cc1
→ 104.2	1.2	-3.3
NNC(=O)CN1C(=O)C2(OCCO2)c2ccccc21
→ 104.0	-0.3	5.1
CC1(C2CC(=O)c3c(O)ccc(O)c3C2)OCCO1 (stereo unspecified)
→ 109.0	3.3	2.4
Cc1ccc(N(CC(=O)N2CCCCCC2)S(C)(=O)=O)c(C)c1
→ 99.7	4.0	-10.4
COc1ccc(S(=O)(=O)N2CCC(C(=O)N[C@@H](C)C(=O)N3CCCC3)CC2)cc1
→ 103.3	1.4	-4.8
N#Cc1csc(CCNC(=O)c2ccccc2)n1
→ 100.1	1.9	9.0
C=CCn1c(SCC(=O)N2CCN(C(=O)OCC)CC2)nc2c([nH]c3ccccc32)c1=O
→ 97.7	1.2	0.9
O=C(Cn1ccc(=O)[nH]c1=O)Nc1nccs1
→ 104.2	2.4	-8.9
O=C1CCC2(CCCC2)c2ccccc21
→ 104.1	3.0	-0.8
Cc1ccccc1OCC(=O)OCC(=O)NC1CCCC1
→ 104.0	1.8	-3.4
COc1ccc(C(=O)CSc2nc(=O)n3ccc(C)cc3n2)cc1
→ 56.6*	1.5	7.8
CCC1(c2ccccc2)NC(=O)N(CC(=O)Nc2ccc3c(c2)CCC3)C1=O (stereo unspecified)
→ 96.1	1.7	6.6
C[C@@H]1CN([C@@H](C)CO)C(=O)c2cc(C#CC(C)(C)O)cnc2O[C@@H]1CN(C)C(=O)c1ccccc1F
→ 102.2	-0.6	-1.0
CC1=C(C(=O)N(C)C)CC(CC(=O)NCc2cccc3ccccc23)C(=O)N1CCCN1CCCC1=O (stereo unspecified)
→ 97.3	-2.3	8.3
C=CCNC(=O)CSc1nnc(-c2cccc(S(=O)(=O)N3CCOCC3)c2)o1
→ 103.6	0.6	-2.0
CC(C)OCCCNC(=O)CN1C(=O)CSc2ccc(S(=O)(=O)N3CCOCC3)cc21
→ 102.2	1.8	-0.4
CCCCSCc1nc2nc(Cl)c(Cl)nc2[nH]1
→ 96.7	5.3	7.5
COc1cc(OC)c(C=Cc2ccncn2)c(OC)c1
→ 103.9	1.9	-0.2
COc1ccc(C(=O)c2ccccc2)cc1CN1CCOCC1
→ 98.8	1.0	1.1
CC(=O)Nc1ccc(CN2CCC(N3CCC(C(=O)NC4CC4)CC3)CC2)cc1
→ 95.1	0.1	-17.2
Cc1ccc(C(=O)N(CC(=O)NC2CCCC2)c2ccccc2F)s1
→ 106.0	2.8	-20.8
C[C@H]1CN([C@@H](C)CO)C(=O)c2cc(C#Cc3cccnc3)cnc2O[C@H]1CN(C)Cc1ccc(F)cc1
→ 104.3	2.3	4.3
COc1ccc(C2CCc3cc4c(cc3C2=NOC(C)=O)OCO4)cc1OC (stereo unspecified)
→ 99.9	0.2	2.1
Cc1ccccc1C(=O)NNS(=O)(=O)c1ccc(F)cc1
→ 93.7	4.3	-8.3
COc1cc(Cl)cc(/C=N\NC(=O)c2ccc3c(c2)OCO3)c1O
→ 99.7	1.6	-10.1
O=C1Cc2cccc(=O)c(O)c2C(=O)O1
→ 97.6	-0.8	-4.8
Cc1ccc(F)cc1NC(=O)COC(=O)C1CC2CCCC(C1)C2=O (stereo unspecified)
→ 100.5	3.1	4.8
C[C@@H]1CN([C@@H](C)CO)C(=O)CCCn2nncc2CO[C@H]1CN(C)Cc1cccc(C(F)(F)F)c1
→ 101.2	-3.4	2.5
Oc1ccc(O)c(C=NNC(=S)NC2CC3CC2C2C=CCC32)c1 (stereo unspecified)
→ 105.4	6.5	-7.8
Cc1ccc(C(=O)Nc2cccnc2)cc1C
→ 93.1	3.4	1.9
Nc1nc(N)c2cc(Sc3cccc(C(F)(F)F)c3)ccc2n1
→ 110.5	61.5*	-10.4
Cc1ccc2nc(N(CCN(C)C)C(=O)C3CCN(S(=O)(=O)c4cccs4)CC3)sc2c1
→ 102.0	4.1	4.6
CC1Cc2ccccc2N1CC(=O)Nc1cc(S(=O)(=O)N2CCOCC2)ccc1Cl (stereo unspecified)
→ 103.5	3.0	-3.9
O=S(=O)(c1ccc(F)c(F)c1)N1CCCCCCC1
→ 94.4	1.4	2.5
COc1cc(/C=C/C(=O)OCC(=O)c2ccc[nH]2)ccc1O
→ 97.2	4.8	7.6
O=C1c2ccccc2C2N1CCCN2C(=O)c1sc2ccccc2c1Cl (stereo unspecified)
→ 98.3	4.6	1.7

Next part.
Screens in order: Pemphigus Ab inh	phage Ecoli inh	PKA-R1A act
O=C1NN(CCO)C(=S)Nc2ccccc21
→ 110.1	3.6	-0.1
CC1(C)CC2(C)CC(=O)C1C(C(=O)O)C2C(=O)O (stereo unspecified)
→ 98.2	2.6	7.0
CCOC(=O)C(C#N)=C1CCC=C(C)C1
→ 103.4	2.4	7.3
CCCc1cc(CCC)n2nc(N)nc2n1
→ 108.0	0.4	-7.9
COc1ccc(C(=O)N2CCOC2CNC(=O)C(=O)NCc2ccc(C)cc2)cc1 (stereo unspecified)
→ 99.0	0.2	-2.2
C[C@H](CO)N1C[C@H](C)[C@@H](CN(C)Cc2ccc(Oc3ccccc3)cc2)Oc2cc(Br)ccc2S1(=O)=O
→ 108.8	1.0	-9.0
CCN(CC(=O)Nc1ccc(NC(C)=O)cc1)C(=O)C1(c2ccc(Cl)cc2)CCC1
→ 99.2	1.4	2.1
COc1ccc(NC(=O)CN2c3cccc4cccc(c34)S2(=O)=O)cc1OC
→ 101.6	2.2	-1.1
COc1ccccc1C#Cc1cnc2c(c1)C(=O)N([C@H](C)CO)C[C@@H](C)[C@@H](CN(C)C(=O)c1ccc3c(c1)OCO3)O2
→ 112.0	3.4	-13.1
CC(c1nc2ccccc2c(=O)[nH]1)N1CCN(S(=O)(=O)c2ccc(F)c(Cl)c2)CC1 (stereo unspecified)
→ 89.8	-0.6	-2.2
Cc1ccc(NC(=O)COC(=O)CCc2c[nH]c3ccccc23)cc1
→ 98.1	1.4	2.1
Cc1ccc(N(Cc2ccccc2)C(=O)CSC(C)C(=O)Nc2cc(C)on2)cc1 (stereo unspecified)
→ 101.2	0.8	7.0
O=C(O)C(CCc1ccccc1)N1CCOCC1 (stereo unspecified)
→ 108.2	-0.4	-1.1
COc1cccc(NC(=O)C(=O)NCC2CCCN2S(=O)(=O)c2cccs2)c1 (stereo unspecified)
→ 107.7	-0.1	16.1
C=CCOc1ccc(C2NC(=O)c3ccccc3O2)cc1OC (stereo unspecified)
→ 99.5	1.8	-2.4
NCC1C2CCC(O2)C1CO (stereo unspecified)
→ 108.0	2.3	-1.7
O=C1NC2C3CC(c4ccccc43)C12 (stereo unspecified)
→ 102.8	2.2	1.1
COc1cc(/C=C2/SC(=S)N(CCC(=O)Nc3cccnc3)C2=O)cc(OC)c1OC
→ 95.4	1.5	8.0
CCN(c1ccc(OC)cc1)S(=O)(=O)N1CCCC(C(=O)NCc2ccc(OC(C)C)cc2)C1 (stereo unspecified)
→ 101.8	3.0	1.6
C[C@H](CO)N1C[C@H](C)[C@@H](CN(C)S(=O)(=O)c2ccc3ccccc3c2)OCc2cnnn2CCCC1=O
→ 106.6	2.9	-7.8
C[C@@H]1CN([C@@H](C)CO)C(=O)CCCn2nncc2CO[C@@H]1CN(C)S(=O)(=O)c1cccc(C#N)c1
→ 100.7	5.1	-5.7
C[C@H]1CN([C@@H](C)CO)C(=O)CCCn2cc(nn2)CO[C@@H]1CN(C)S(=O)(=O)c1ccc(Cl)cc1
→ 106.5	2.6	-5.8
CN(C)S(=O)(=O)c1cccc(C(=O)N2CCN(S(=O)(=O)c3ccc4c(c3)OCCO4)CC2)c1
→ 101.8	2.5	-3.0
COc1ccc(CCN2CC(C(=O)NCc3cn(C)nc3C)CCC2=O)cc1 (stereo unspecified)
→ 98.2	1.8	5.5
COCOCCn1cc(CN2CCS(=O)(=O)N(Cc3ccc(-c4ccc(OC)c(OC)c4)cc3)C(C)C2=O)nn1 (stereo unspecified)
→ 102.6	2.5	-1.4
O=C1OC(Cc2ccccc2)(c2ccccc2)c2ccccc21 (stereo unspecified)
→ 102.5	1.3	-1.5
COc1ccccc1NC(=O)COC(=O)Cn1c(C)csc1=O
→ 102.9	3.8	-4.2
COc1ccc(NS(=O)(=O)c2ccc(C)c(C(=O)NCCCn3ccnc3)c2)cc1
→ 97.6	1.8	7.4
CC1=C(C#N)C(=O)NC1(C)O (stereo unspecified)
→ 99.7	2.4	12.2
Cc1cccc(-n2c(C)nc3cc(C(=O)NCCN4CCOCC4)ccc32)c1
→ 99.5	2.1	3.4
O=C(O)C1C=CCC(C(=O)O)C1 (stereo unspecified)
→ 102.7	-0.1	7.4
Cc1cccc(NC(=O)c2nc[nH]c2C(=O)N[C@H](C)CO)c1
→ 106.2	3.0	3.9
C[C@H]1Cn2cnc(C(=O)N[C@H](C)c3ccccc3)c2C(=O)N1
→ 97.9	4.1	-3.1
CC1CCCCC1NC(=O)CN1CCC(NC(=O)C(C)(C)C)CC1 (stereo unspecified)
→ 99.8	1.8	10.5
C#CCN(C[C@@H]1[C@@H](OC(=O)Nc2cccs2)[C@@H](OC(=O)Nc2cccs2)Cn2c(=O)ccc(=O)n21)S(=O)(=O)c1ccc(C)cc1
→ 94.4	2.7	6.6
COc1cccc(CNC(=O)c2cc(S(=O)(=O)N3CCCCC3)ccc2C)c1
→ 102.9	5.5	-3.7
COc1ccc(CCNC(=O)CNC(=O)N2CC(=O)Nc3ccccc32)cc1OC
→ 107.1	0.3	-6.1
C[C@@H]1CN([C@@H](C)CO)C(=O)c2cc(NS(C)(=O)=O)ccc2O[C@@H](C)CCCCO[C@H]1CN(C)Cc1ccc2c(c1)OCO2
→ 101.7	4.0	-4.2
Nn1c(SCC(=O)NC2CCCC2)nnc1C(F)(F)F
→ 103.7	2.5	3.0
O=P(c1ccccc1)(c1ccccc1)C(O)c1cccs1 (stereo unspecified)
→ 104.1	-0.2	-4.3
Cc1ccccc1Nc1n[nH]c(=S)s1
→ 108.6	2.2	-5.6

Only phage Ecoli inh and Pemphigus Ab inh (2 entries from above):
SMILES,phage Ecoli inh,Pemphigus Ab inh
O=P(c1ccccc1)(c1ccccc1)C(O)c1cccs1 (stereo unspecified),-0.2,104.1
COc1ccc(CCNC(=O)CNC(=O)N2CC(=O)Nc3ccccc32)cc1OC,0.3,107.1
